# Dengue-2 NS5 capping: flavivirus cap methylation enzyme inhibition – biochemical, confirmation dose response, primary screen (AID 588689); Dengue-2 NS5 methyltransferase capping enzyme assay, biochemical; higher % means a stronger effect; one-dose inhibition, % at 25 µM; IC50 in µM for titrated hits; 340,000 tested, 0.3% active; in the data active means a potency from the dose series
# HEK293 NOD2/NF-kB: inhibition of NOD2-driven NF-kB reporter – cell-based, luminescence, uHTS, HEK293 (AID 1566); HEK293 NOD2/NF-kB luciferase reporter, luminescence; higher % means a stronger effect; inhibition, % at 4 µM, or EC50 in µM where a hit was titrated; 290,000 tested, 0.63% active; further: many of its hits are not listed in these tables
# HIV peptide binding: inhibitors of HIV fusion peptide binding, primary screen, biochemical, uHTS, fluorescence dequenching (AID 1986). 290,000 tested, 0.3% active. inhibition, % at 20 µM, or IC50 in µM where a hit was titrated. cell-free peptide binding, fluorescence dequenching, 30 min; higher % means a stronger effect; in the data active means inhibition mostly above about 52%, no sharp cut-off; inactive means mostly below about 76%; further: some results filed as inactive read as strong as hits
# Siah-1 displacement: Siah-1 peptide-binding antagonists, primary screen, biochemical, fluorescence polarization, rhodamine-plectin, uHTS (AID 1817) | Siah-1 / rhodamine-plectin peptide fluorescence polarization; higher % means a stronger effect | displacement, % at 20 µM; hits with a dose series show IC50 in µM | 290,000 tested, 0.02% active;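 active means displacement of at least 50% at 20 µM, with a fluorescence ratio check between 0.3 and a set limit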;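 further: plate controls were Siah plus tracer with DMSO for no effect and tracer alone without Siah for full effect; strong numbers were not always called active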
# Lipid droplet: modulators of hepatic lipid droplet formation; AML12 mouse hepatocytes, oleate lipid droplets, BODIPY imaging; inhibition, % at 6.5 µM; 240,000 tested, 0.4% active; AID 1656;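 active means lipid droplet intensity inhibited by at least 50%, with more than 500 cells counted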
#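 Test system: AML12 hepatocytes (mouse); reagent: oleate loading, 100 µM; dosing: one dose, 6.5 µM compound; incubation: overnight exposure; signal: fluorescence imaging, 20x objective, two fields per well; read-out basis: % inhibition of corrected integrated BODIPY droplet signal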
# Myeloid diff MLP: myeloid differentiation induction; ER-HoxA9 myeloid progenitors, lysozyme-GFP differentiation, flow cytometry; 360,000 tested, 1% active; AID 624256; calls only at 10 µM;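 active means normalized GFP-positive differentiation at or above the plate's own cutoff, the solvent-only control mean plus 3 SD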;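 further: cells exposed to compound for four days before flow analysis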
# AID2073: inhibitors of Mint1-CaV2.2 protein interaction, biochemical, HTRF (AID 2073); HTRF protein-protein interaction, Mint1-CaV2.2; higher % means a stronger effect; inhibition, % at 20 µM; hits with a dose series show IC50 in µM; 290,000 tested, 0.19% active; in the data active means inhibition mostly above about 51%, no sharp cut-off; further: some results filed as inactive read as strong as hits
# XIAP displacement: XIAP antagonists, biochemical, IAP family, fluorescence polarization (AID 1018); XIAP BIR domain, fluorescence polarization peptide displacement; higher % means a stronger effect; displacement, % at 20 µM, or IC50 in µM where a hit was titrated; 200,000 tested, 0.007% active; in the data active means displacement above about 50%; further: a part of the inactive calls stands beside numbers as strong as those of hits
# LYP phosphatase: inhibitors of LYP phosphatase, biochemical, fluorescence intensity, uHTS (AID 1779); recombinant LYP phosphatase, fluorescence intensity; higher % means a stronger effect; one-dose inhibition, % at 11.5 µM; IC50 in µM for titrated hits; 290,000 tested, 0.054% active;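 further: plate controls were vehicle with enzyme for no effect and no enzyme for full effect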
# Lipid droplet cells 6.5 µM: second read-out of Lipid droplet, no call of its own (marks repeat the call); cell count; measured here: cell count, cytotoxicity flag;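 cells counted across two imaged fields per well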
# Dengue-2 NS5 capping pilot replicate: further read-out of Dengue-2 NS5 capping, marked with its call; inhibition, %; measured here: pilot screen replicate inhibition
# Myeloid diff MLP GFP+ MAC1+ %: further read-out of Myeloid diff MLP, marked with its call; GFP+ MAC1+ double positive, %; measured here: differentiation confirmed by MAC1 staining
# Active calls of the source: *; i = inactive; / = no result given; + = active, no number. Unless noted, no stated cut-off is given here; in the data, active means inhibition above about 50%; inactive means the rest.
SMILES,Dengue-2 NS5 capping,HEK293 NOD2/NF-kB,HIV peptide binding,Siah-1 displacement,Lipid droplet,Lipid droplet cells 6.5 µM,Myeloid diff MLP,Myeloid diff MLP GFP+ MAC1+ %,AID2073,XIAP displacement,LYP phosphatase,others
Cc1cccc(/C=N/n2c(-c3ccccn3)n[nH]c2=S)c1,/,15%,-1.3%,4%,19,688,/,/,-27%,-3.8%,-5%,
CC1CCN(S(=O)(=O)N2CCC(C(=O)NCCc3ccccc3)CC2)CC1,-9%,-3%,-1.1%,-10%,-15,752,i,3.0,4%,/,-12%,
O=C(CN1CCCCC1)Nc1cccc2c1OCO2,-1%,-10%,1.1%,0%,2,776,i,1.0,2%,-9.9%,-1%,
O=C(N/N=C\c1cc(Br)cs1)c1ccncc1,1%,17%,1.4%,13%,6,722,i,0.5,-5%,/,-1%,
COC(=O)c1c(NC(=O)CSc2nnc(-c3ccco3)n2C)sc(C)c1C,-6%,8%,1.4%,16%,-10,736,i,0.8,7%,-3.8%,-3%,
CCC(=O)Oc1ccc(C(=O)Nc2ccc3c(c2)OCO3)cc1,/,-73%,-1.5%,-4%,-6,717,i,0.1,1%,-2.4%,-14%,
CCCNC(=O)c1ccc(-c2nn(C)c(=O)c3ccccc23)cc1,/,18%,-0.1%,-5%,7,811,i,0.2,11%,/,-10%,
CN1CCC(=NNC(=O)C(=O)NCc2ccccc2)CC1,-2%,-3%,0.0%,0%,-3,688,i,10,2%,-2.1%,1%,
O=C(CSc1nc(C2CC2)nc2ccccc12)NCc1ccc2c(c1)OCO2,/,3%,0.9%,2%,/,/,/,/,6%,0.6%,2%,
COc1cc2c(cc1OC)C(NNC(=O)c1ccc(Br)o1)=NC(C)(C)C2,-12%,21%,0.8%,1%,-12,612,i,0.9,10%,/,-6%,
C=C1CCN([C@H](C(=O)NCc2ccc(Cl)c(Cl)c2)C(C)C)S(=O)(=O)c2ccccc21,-2%,10%,2.9%,0%,-20,751,i,2.0,-5%,/,-2%,
CCC(CC)C(=O)Nc1ccc(C)c(O)c1,1%,-5%,-1.1%,4%,/,/,i,1.2,-3%,-8.8%,-10%,
Cc1ncoc1C(=O)Nc1ncc([N+](=O)[O-])s1,-2%,-32%,1.9%,1%,42,657,i,0.2,68%*,46%,0%,
Cc1ccc(C(=O)OCC(=O)N2CCC(C)CC2)cc1S(=O)(=O)N1CCCCC1,-5%,3%,2.4%,3%,11,672,i,2.5,6%,/,-6%,
C=CCN=C1CC(C)(C)CC(=O)/C1=C(/O)CCC(=O)OC,-8%,1%,-0.3%,0%,/,/,i,0.5,5%,-4.6%,-2%,
CCCn1c(=O)c(C(=O)NNS(=O)(=O)c2ccc(Cl)cc2)c(O)c2ccccc21,8%,20%,50%,-10%,4,690,i,0.9,1%,-0.9%,3%,
Cc1ccccc1C(=O)Oc1cc(N)n(S(C)(=O)=O)n1,0%,16%,-0.9%,2%,-12,669,/,/,-3%,-4.8%,-8%,
Cc1cccc(NC(=S)NCC(c2ccccc2)N(C)C)c1 (configuration not stated),-5%,2%,0.0%,-2%,-37,744,i,0.9,-24%,-1.8%,-3%,
CC(=O)c1ccc(NC(=O)C2CCCC2)cc1,-14%,4%,-1.0%,1%,15,810,i,0.2,1%,/,-11%,
CC(C)CC(=O)NC(=S)Nc1cccc2nsnc12,21%,8%,3.4%,-5%,-16,672,i,0.3,-34%,-6.0%,9%,
O=C(C1CCC1)N1CCc2cc(S(=O)(=O)N3CCCCC3)ccc21,-2%,-2%,0.3%,1%,7,746,i,0.5,0%,-2.7%,-6%,
COc1ccc(N2CCN(C(=O)C3CCCN3S(=O)(=O)c3cccc4nsnc34)CC2)cc1 (configuration not stated),-7%,-1%,-1.3%,5%,-4,655,i,0.0,20%,/,-8%,
O=C(O)c1cccc(NC2=C(N3CCOCC3)C(=O)c3ccccc3C2=O)c1,15%,-19%,3.3%,-3%,1,695,i,0.6,-2%,/,-4%,
COC(=O)c1ccc(OCC(=O)Nc2nn(-c3ccccc3)nc2C(N)=O)cc1,-5%,-16%,3.2%,-3%,10,743,i,2.9,5%,-3.0%,-16%,
COc1cccc(NC(=O)CSc2nnc(-c3ccoc3C)n2C)c1,-1%,33%,0.3%,1%,-1,831,i,2.8,4%,/,-5%,
Cc1ccc(S(=O)(=O)N(C)C)cc1NC(=O)COC(=O)c1ccc2c(c1)OCO2,4%,12%,-0.9%,8%,4,591,i,0.9,2%,-4.2%,-11%,
CC1CC(C)CN(C(=O)CNS(=O)(=O)c2ccc(Br)s2)C1 (configuration not stated),-1%,0%,-1.7%,0%,/,/,i,1.6,-7%,-3.9%,6%,
CN(C)CCOC1c2ccccc2-c2ccccc21,-6%,11%,0.4%,4%,-5,826,i,0.5,3%,/,-7%,Dengue-2 NS5 capping pilot replicate=0.6
COc1ccc(O)c(-c2cc(-c3cccs3)[nH]n2)c1,1%,-42%,24%,11%,/,/,i,2.2,-17%,-0.6%,-7%,
O=C(Nc1scc(-c2cccs2)c1C(=O)O)c1cccs1,23%,6%,14%,8%,-4,671,/,/,8%,-11%,0%,

# The last 3 entries of the part above are carried over, then new ones follow.
SMILES,Dengue-2 NS5 capping,HEK293 NOD2/NF-kB,HIV peptide binding,Siah-1 displacement,Lipid droplet,Lipid droplet cells 6.5 µM,Myeloid diff MLP,Myeloid diff MLP GFP+ MAC1+ %,AID2073,XIAP displacement,LYP phosphatase,others
CN(C)CCOC1c2ccccc2-c2ccccc21,-6%,11%,0.4%,4%,-5,826,i,0.5,3%,/,-7%,Dengue-2 NS5 capping pilot replicate=0.6
COc1ccc(O)c(-c2cc(-c3cccs3)[nH]n2)c1,1%,-42%,24%,11%,/,/,i,2.2,-17%,-0.6%,-7%,
O=C(Nc1scc(-c2cccs2)c1C(=O)O)c1cccs1,23%,6%,14%,8%,-4,671,/,/,8%,-11%,0%,
CC1CCN(c2c(NCc3ccc(C(=O)N4c5ccccc5CC4C)cc3)c(=O)c2=O)CC1 (configuration not stated),-1%,24%,-1.0%,-3%,-1,758,i,3.9,-2%,-5.8%,-1%,
COc1ccc(OC)c(NC(=O)c2ccc(CN(c3cc(Cl)ccc3C)S(=O)(=O)c3ccccc3)cc2)c1,5%,-1%,3.5%,4%,/,/,i,0.6,27%,-2.1%,8%,
O=C(Nc1ccccc1)C(Cc1ccccc1)NC(=O)C12CC3CC(CC(C3)C1)C2 (configuration not stated),-5%,6%,2.7%,6%,/,/,+,7.7*,-6%,-3.0%,-6%,
CN1CCCN(C(c2ccccc2)c2ccc(Cl)cc2)CC1 (configuration not stated),-3%,-9%,-2.4%,-1%,-2,653,i,4.0,-7%,-7.7%,-4%,
COc1ccccc1CN(Cc1cc2cc(C)cc(C)c2[nH]c1=O)Cc1nnnn1CC1CCCO1 (configuration not stated),-3%,18%,1.0%,0%,/,/,i,20,17%,-4.8%,8%,
Nc1c(C(=O)N/N=C/c2ccccc2Cl)oc2nc(-c3ccccc3)cc(-c3ccco3)c12,/,-5%,51%*,20%,15,686,i,0.1,46%,/,3%,
O=C(c1ccc(Cl)c(S(=O)(=O)N2CCOCC2)c1)N1CCN(c2ccccc2)CC1,5%,5%,2.2%,-1%,16,666,i,1.4,2%,/,-7%,
COc1ccc(CN(C)CC(=O)Nc2c(C)cccc2C)c(OC)c1,2%,4%,-1.0%,-6%,-37,699,i,0.9,-10%,-6.1%,-13%,
COc1ccccc1OCc1nc(C#N)c(N2CC(C)CC(C)C2)o1 (configuration not stated),0%,8%,-0.4%,-2%,/,/,i,1.9,0%,-0.4%,-5%,
CCC1Sc2ccc(S(=O)(=O)CCC(=O)Nc3cc(C)ccn3)cc2NC1=O (configuration not stated),-3%,16%,1.1%,4%,7,716,i,0.4,22%,/,-8%,
Cc1ccc(C(=O)COC(=O)CCc2nc3ccccc3[nH]c2=O)cc1C,-1%,-2%,-0.8%,4%,/,/,i,0.4,3%,-1.9%,-8%,Dengue-2 NS5 capping pilot replicate=1.8
CC1(C)CC(=O)C(CC2CCCCC2=O)C(=O)C1 (configuration not stated),12%,5%,1.3%,9%,1,766,i,1.5,-1%,/,-8%,
CC(=O)Oc1ccc(N(C(C)=O)S(=O)(=O)c2ccc(C)c([N+](=O)[O-])c2)cc1,-1%,5%,5.5%,2%,-2,632,i,0.0,8%,-3.0%,0%,
O=C(NCCN1CCOCC1)c1ccc2c(c1)N(Cc1ccccc1F)C(=O)CS2,-6%,21%,0.7%,0%,/,/,i,0.8,-20%,-6.4%,-7%,
CCOc1ccc(NC(=O)CSc2nc3ccccc3nc2N2CCOCC2)cc1,6%,11%,0.8%,2%,40,757,i,2.9,0%,/,-4%,
CCCC(=O)N(Cc1cc2cc(C)ccc2[nH]c1=O)c1ccccc1OC,3%,14%,-1.7%,3%,-10,718,i,1.6,2%,-3.6%,1%,
CC(C)N(CC#CCC(O)(c1ccccc1)C1CCCC1)CCO (configuration not stated),-11%,-26%,-1.5%,-4%,-1,739,i,0.2,1%,0.6%,-3%,
COc1ccc(N(C(=O)c2ccco2)S(=O)(=O)c2ccccc2)cc1,-2%,14%,-2.2%,0%,1,793,i,6.3,7%,-9.2%,-4%,
NS(=O)(=O)c1cc2c(cc1C(F)(F)F)NCNS2(=O)=O,-6%,16%,-1.1%,-9%,11,710,i,1.9,33%,-11%,-5%,
Cc1ccc(S(=O)(=O)CCC(=O)Nc2ccccc2C)cc1,-2%,8%,-1.2%,3%,6,833,i,0.8,11%,/,-5%,

# 5 compounds already listed, sorted by SMILES length, ascending.
SMILES,Dengue-2 NS5 capping,HEK293 NOD2/NF-kB,HIV peptide binding,Siah-1 displacement,Lipid droplet,Lipid droplet cells 6.5 µM,Myeloid diff MLP,Myeloid diff MLP GFP+ MAC1+ %,AID2073,XIAP displacement,LYP phosphatase,others
Cc1ccc(S(=O)(=O)CCC(=O)Nc2ccccc2C)cc1,-2%,8%,-1.2%,3%,6,833,i,0.8,11%,/,-5%,
NS(=O)(=O)c1cc2c(cc1C(F)(F)F)NCNS2(=O)=O,-6%,16%,-1.1%,-9%,11,710,i,1.9,33%,-11%,-5%,
CCCC(=O)N(Cc1cc2cc(C)ccc2[nH]c1=O)c1ccccc1OC,3%,14%,-1.7%,3%,-10,718,i,1.6,2%,-3.6%,1%,
O=C(NCCN1CCOCC1)c1ccc2c(c1)N(Cc1ccccc1F)C(=O)CS2,-6%,21%,0.7%,0%,/,/,i,0.8,-20%,-6.4%,-7%,
CC(=O)Oc1ccc(N(C(C)=O)S(=O)(=O)c2ccc(C)c([N+](=O)[O-])c2)cc1,-1%,5%,5.5%,2%,-2,632,i,0.0,8%,-3.0%,0%,

# Assay outcomes (PubChem BioAssay)

# A portion of the library; count on the stated rates, not on these rows.
